Compound activity deposited in PubChem by National Center for Advancing Translational Sciences (NCATS).
TCR act: T cell receptor activation. primary human leukocytes, anti-CD3, IL-2 HTRF, 48 h. Potency, µM (titrated, usually from 9.22 µM), for the others: at the highest dose activation of IL-2 secretion, hits mostly activators. 330,000 tested, under 10 active. AID 504894; note: % of control where 0% means no effect
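HTRF read-out of IL-2 secretion: europium cryptate donor excited at 320nm, d2 acceptor emission at 665nm. Cells were primary human leukocytes incubated 48 hr with compounds and a-CD3 beads, supplying TCR signal only.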
BCR signal inh: inhibitors of chronic active B-cell receptor signaling. ABC-DLBCL IkBa-CBG/CBR reporter, luminescence ratio, 4 h. AID 493014. Potency, µM (top dose mostly 46.1 µM), for the others: at the highest dose ratio change, negative = lower green/red ratio, actives largely listed as inhibitors. hit rate 0.05% among 340,000; active = well fitted inhibition curve with a large enough effect in the signal ratio, with a control signal flat, not every such curve was filed as active; inconclusive = small, poorly fitted or top-dose-only effect, or effect the other way, or a change in a side signal; the % refers to the signal ratio;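 note: potency is the fitted concentration of half-maximal effect; plate controls were basal doxycycline-induced cells for no effect and cells given 10 µM MG132 for full effect; MG132 reads +100%, hits lower the ratio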
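Concentration-response series (up to 46 uM) were applied to TMD8 dual-reporter cells for 4 h at 37C with doxycycline. Green/red ratio, after filter-overlap correction, defined %Activity; red signal alone was normalised to basal cells and zero luminescence.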
TSHR antag: antagonists of human thyroid stimulating hormone receptor; P16473; activity change, negative = inhibition, % at 11.5 µM; TSHR-expressing cells, TSH-stimulated cAMP HTRF, 2 h; stronger effect = lower value; hit rate 0.2% among 330,000;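 active = activity change below a set negative limit, meaning inhibition stronger than a set level, cut at about -70% in these data; inconclusive = activity change between two set negative limits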; note: % is set by controls: 0 for no effect and ±100 for the full control effect
Target sequence (P16473 whole entry, looked up): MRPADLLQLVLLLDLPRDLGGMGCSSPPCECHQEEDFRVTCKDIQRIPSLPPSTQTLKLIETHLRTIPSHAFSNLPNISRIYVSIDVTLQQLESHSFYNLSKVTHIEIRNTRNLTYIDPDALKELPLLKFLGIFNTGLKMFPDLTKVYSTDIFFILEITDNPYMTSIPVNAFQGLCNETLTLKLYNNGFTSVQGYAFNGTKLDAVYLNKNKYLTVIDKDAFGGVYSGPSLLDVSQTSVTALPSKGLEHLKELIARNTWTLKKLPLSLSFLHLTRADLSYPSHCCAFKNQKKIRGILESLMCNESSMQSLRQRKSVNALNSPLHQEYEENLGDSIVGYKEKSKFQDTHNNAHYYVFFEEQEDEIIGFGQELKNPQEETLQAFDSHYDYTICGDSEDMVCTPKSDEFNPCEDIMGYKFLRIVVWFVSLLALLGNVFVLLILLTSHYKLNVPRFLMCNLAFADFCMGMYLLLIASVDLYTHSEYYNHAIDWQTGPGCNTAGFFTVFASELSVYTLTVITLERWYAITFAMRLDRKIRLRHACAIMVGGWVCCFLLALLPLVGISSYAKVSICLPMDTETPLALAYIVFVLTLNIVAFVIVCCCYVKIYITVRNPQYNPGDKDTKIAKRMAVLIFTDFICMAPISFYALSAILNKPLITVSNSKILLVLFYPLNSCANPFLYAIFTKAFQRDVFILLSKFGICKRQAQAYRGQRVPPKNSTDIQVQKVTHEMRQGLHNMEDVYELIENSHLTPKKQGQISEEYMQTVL
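Cell-based HTRF cAMP assay; TSHR cells + compound, TSH EC80 (4nM final), 2 h, 37 deg C. Lysis with anti-cAMP cryptate and cAMP-d2, 30 min RT, read 665/620 nm.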
Giardia kill: kills Giardia lamblia | activity change, % at 7.66 µM, hits read low | Giardia lamblia trophozoite viability | hit rate 0.15% among 340,000; in the data active = activity change below about -80%; inconclusive = between about -30% and that limit;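 note: parasites exposed to compound for two days anaerobically before the ATP read; % is set by controls: 0 for no effect and ±100 for the full control effect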
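Giardia lamblia trophozoites (100 cells/well) were incubated with compounds for 48 h at 37 deg C under anaerobic conditions. Viability was read as ATP content by one-step luminescence after 15-30 min at room temperature.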
KCNH2 WT inh: KCNH2 (human, wildtype) channel inhibition; Q12809; hit rate 0.37% among 340,000; AID 720551; activity change, % at 1.84 µM; U2OS, BacMam KCNH2, thallium flux FluxOr; stronger effect = lower value;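 active = maximum activity change below -70%; inconclusive = maximum activity change between -70% and -50%; inactive = maximum activity change above -50%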; note: % is set by controls: 0 for no effect and ±100 for the full control effect
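U2OS cells were transduced with wild-type KCNH2 virus (2.03 x 10^8 / mL) for 4 h at room temperature, then cultured overnight at 37 C. Thallium flux was read with FluxOr dye. Rate constants were normalized to DMSO controls.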
Coupling enz: inhibits coupling enzyme system, counter-screen for aldolase hits; activity change, negative = inhibition, % at 58.2 µM, hits read low; coupling enzyme system counterscreen, AmpLite Red fluorescence; AID 2472; hit rate 0.67% among 290,000; in the data active = activity change below about -30%; note: % is set by controls: 0 for no effect and ±100 for the full control effect
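Final compound at 57.5 uM, incubated 10 min at RT with coupling enzyme reagent (glyceraldehyde-3-phosphate), then 20 min with substrate and AmpLite Red detection. Fluorescence read at 525/598 nm; tests interference with the coupling assay, not aldolase inhibition.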
Tb PFK block: T. brucei PFK enzyme inhibition | O15648 | hit rate 0.17% among 330,000 | Potency, µM (doses to about 57.5 µM), for inactives: top-dose activity, negative = inhibition, actives largely listed as inhibitors | T. brucei PFK, ADP-Glo luminescence | AID 485367;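 note: potency is the fitted concentration of half-maximal effect; 0% = uninhibited 1x PFK enzyme wells and -100% = no-enzyme wells; nearly all actives have a fitted effect of over 60% in size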
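PFK 1.25 nM, F6P 0.5 mM, ATP 0.1 mM, 0.1 M TEA pH 8.0, 5 mM MgCl2, 0.01% Tween20, 0.1% BSA; 45 min RT. ADP-Glo readout. qHTS titration up to 57 uM; curves fitted, compounds curve-classed.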
GALK inhibitor: blocks human galactokinase activity; hit rate 0.007% among 270,000; Potency, µM (top dose mostly 57.5 µM), inactives show at the top dose activity change, negative = inhibition, hits mostly inhibitors; Purified GALK, Kinase-Glo residual ATP luminescence; note: potency is the fitted concentration of half-maximal effect; % is set by controls: 0 for no effect and ±100 for the full control effect
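Galactose (100 uM) and ATP (35 uM) were turned over by 5 nM GALK for 1 h at RT. Kinase-Glo Plus then converted the remaining ATP into a luminescent signal.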
MLL CXXC-DNA inh: MLL CXXC-DNA interaction inhibition | MLL-CXXC / FITC-HOXA9 DNA fluorescence polarization | hit rate 0.037% among 290,000 | Potency, µM (doses to about 115 µM), without a hit: at the top dose activity change, negative = inhibition, actives largely listed as inhibitors | Q03164 | AID 2662; active = well fitted inhibition curve with a large enough effect in the polarisation, with a control signal flat, not every such curve was filed as active; inconclusive = small, poorly fitted or top-dose-only effect, or effect the other way, or a change in a side signal; inactive = no such curve, though single readings can be large or run the other way; the % refers to the polarisation; note: potency is the fitted concentration of half-maximal effect
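Purified MLL-CXXC (added from a 7 uM solution) was preincubated 5 min at ambient with pinned compounds in 50 mM Tris-HCl pH 7.5, 50 mM NaCl, 1 mM DTT, 0.05% BSA. Fluorescein-labeled HOX-A9 DNA (50 nM solution) followed, 30 min, then polarization read.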
AT treatment: potential ataxia-telangiectasia treatment | hit rate 0.19% among 320,000 | […] A-T fibroblasts, KAP-1 phosphorylation AlphaLISA; neocarzinostatin DNA damage 30 min before lysis | AID 485349 | Potency, µM (top dose mostly 57.5 µM), without a hit: at the highest dose activation, actives largely listed as activators; note: potency is the fitted concentration of half-maximal effect; % of control where 0% means no effect; nearly all actives have a fitted effect of over 45% in size
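ATM-like activity read as KAP-1 phosphorylation via AlphaLISA donor/acceptor antibody pairs after lysis and 6 hr at 25C. Cells were ATM-null patient fibroblasts ([…], hTERT), dosed 60 min, then exposed to the DSB inducer NCS for 30 min.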
An asterisk follows results filed as active; i = inactive; u = inconclusive; x = not tested or not shown; ! = not confirmed by another sample; [ ] = remark or other dose. Unless noted, calls come from the whole dose curve; as a rule, active = well fitted curve in the direction sought with a large enough effect; inconclusive = small, poorly fitted or top-dose-only effect, or another doubt; inactive = no such curve, though single readings can be large; an effect the other way counts as inactive or inconclusive. Not a hit list. About 1.6% of those tested had a hit in this group.

smiles	TCR act	Coupling enz	BCR signal inh	GALK inhibitor	Tb PFK block	MLL CXXC-DNA inh	KCNH2 WT inh	Giardia kill	TSHR antag	AT treatment
O=C(COc1ccccc1[N+](=O)[O-])Nc1ccccc1N1CCCC1	0.0%	-7.7	-4.1%	2.0%	19.5%	-12.5%	-2.3	-11.3	-3.4	1.4%
COc1ccc(OC)c(-c2csc(NC(=O)C3c4ccccc4Oc4ccccc43)n2)c1	0.7%[46.1 µM]	-0.6	17.0%	0.5%	-8.4%	10.9%	5.0	-2.6	-16.0	12.1%
O=C(COc1ccc(Cl)cc1)N1CCCCCCC1	-4.8%	3.6	1.1%	5.8%	1.7%	-0.7%	-0.4	10.8	0.0	-2.5%
Cc1cc(C)n2cc(CSc3ncn[nH]3)nc2n1	-3.7%	0.6	-0.5%	11.1%	-4.7%	6.1%	4.3	-9.0	2.6	-6.2%
CCO[C@H]1OC(C(=O)N2CCOCC2)=C[C@@H](c2coc3ccccc3c2=O)[C@@H]1CCCO	0.2%	0.3	-6.2%	1.8%	2.6%	12.7%	1.1	-2.3	-3.4	-4.9%
Cn1nnnc1SCC(=O)Nc1nc2ccccc2s1	1.8%	1.5	u	6.0%	-8.9%	-2.8%	-6.9	-3.0	6.2	8.1%
CCOC(=O)/C(C#N)=C/c1cccc([N+](=O)[O-])c1	3.3%	1.1	-4.0%	-1.4%	-2.7%	3.9%	-9.1	1.2	24.4	2.1%
Cc1ccccc1OCCNC(=S)Nc1ccccc1	-0.7%	x	13.2%	-3.4%	-2.4%	11.7%	-0.7	1.3	-23.1	-0.7%
S=C(Nc1ccc(Br)cc1)NC1CCCCC1	1.5%[46.1 µM]	2.5	-0.9%	-1.5%	-0.1%	3.7%	-3.6	-13.5	-15.9	-5.2%
Cc1noc(C)c1C(=O)OCC(=O)N(C)C1(C#N)CCCCC1	1.1%	x	u	x	-6.9%	x	2.8	3.1	10.6	5.5%
CC(C)(C)c1ccc(C(=O)N/N=C2\C3CN4CCN(C3)CC2(c2ccccc2)C4)cc1	0.0%[46.1 µM]	4.9	-2.4%	-1.4%	2.7%	-1.9%	-2.4	-1.3	2.8	-7.6%
Oc1ccc2ccccc2c1CNn1cnnc1	x	1.5	u	-1.1%	-2.3%	2.2%	1.2	3.4	2.4	-5.2%
CN1N=C(c2ccc(F)c(F)c2)CSC1=NCc1ccccc1	5.2%	-2.6	u	9.6%	-6.7%	11.6%	-0.9	3.2	-7.1	5.5%
CCn1c(C)nc2cc(S(=O)(=O)N3CCCCC3)ccc21	-1.0%	1.4	-2.7%	1.0%	6.7%	13.8%	13.9	11.0	21.9	17.4%
O=C(Cn1c(=O)sc2ccccc21)NCc1ccco1	-26.7%	1.8	u	6.4%	0.3%	-0.2%	-1.8	-9.9	4.2	25.5%
CCCn1ncc(/C=N/O)c1C	-0.7%	2.4	1.1%	0.1%	0.7%	-2.2%	-1.5	-7.5	8.1	22.8%
OC(CNCC#Cc1ccccc1)c1ccccc1 (stereo not given)	-2.9%	-1.4	2.8%	1.3%	-4.1%	30.1%[activator]	-4.1	-7.0	-0.1	2.3%
C/C(=N\N1CCN(c2ccc(Cl)cc2)CC1)c1cccs1	-12.7%[46.1 µM]	1.4	3.7%	2.8%	-1.4%	9.2%	-33.1	-5.8	-3.9	-8.2%
CCOc1ccc(-n2c(=S)sc3c(=O)[nH]c(SCC(=O)NC(C)CC)nc32)cc1 (stereo not given)	-6.3%	18.4	2.0%	0.2%	-0.7%	2.0%	-6.9	5.0	-20.8	0.8%
CCC(C(=O)NCCCc1ccccc1)n1nc(C)c2c(C)n(-c3ccccc3)nc2c1=O (stereo not given)	1.8%	x	-4.8%	1.3%	1.2%	7.9%	-2.0	0.3	0.3	0.0%
CC1CCCC(NC(=O)CNC(=S)N(Cc2ccccc2)Cc2cccs2)C1C (stereo not given)	-4.0%	-0.6	1.4%	-1.0%	-0.6%	1.9%	2.0	-3.3	-5.6	-1.6%
O=C(Nc1ccc2c(c1)OCO2)c1cc(-c2ccncc2)nc2ccccc12	1.1%	-4.0	-14.6%	-2.2%	2.4%	5.9%	1.4	18.3	-4.5	-0.9%
CCOc1ncccc1C(=O)OCC(=O)Nc1cc(S(=O)(=O)N2CCOCC2)ccc1Cl	-14.9%[46.1 µM]	0.4	u	0.3%	-0.7%	7.3%	0.0	-9.3	12.5	1.5%
CCOc1ccc(NC(=O)CCN2C(=S)NC(C)(C)CC2C)cc1 (stereo not given)	x	0.0	-1.1%	16.9%	-5.0%	6.3%	0.4	3.3	4.2	-0.7%
Cc1cc(N2CCN(C)CC2)nc2ccc(NC(=O)c3ccccc3F)cc12	-3.1%	1.1	2.3%	-2.3%	11.1%	2.3%	12.6	-22.8	6.3	-2.5%
COCCN1CCn2c(nc3cc(NS(C)(=O)=O)ccc32)C1	0.4%	-1.6	0.6%	0.0%	2.7%	10.7%	-2.5	-0.7	3.0	-16.7%
O=C(CN1CCCCCC1)Nc1ccc(S(=O)(=O)N2CCCCC2)cc1	-5.4%	0.5	u	-2.6%	-0.2%	-3.0%	0.6	12.3	-16.3	-0.4%
Cc1cccnc1NC(=O)c1csnn1	0.8%	3.7	-8.4%	6.2%	0.8%	5.0%	-2.9	4.5	-4.5	-7.8%
Cc1cccc(-n2c(Cc3cc(=O)[nH]c(=O)[nH]3)nnc2SCC(=O)Nc2cccc(C(F)(F)F)c2)c1	16.3%	0.6	-7.2%	-0.1%	-4.5%	3.7%	x	1.6	2.1	5.9%
O=C(COC(=O)c1ccc2c(c1)OCO2)Nc1ccccc1Cl	6.1%	x	-12.4%	x	-0.9%	x	2.1	10.3	4.0	3.7%
COc1cccc(/C=C2\N=C3CCCCCN3C2=O)c1	7.4%	1.2	u	4.0%	6.3%	-4.2%	2.2	-1.0	8.0	x
c1ccc(OCCCc2nc(-c3cccnc3)no2)cc1	1.8%	-1.3	-2.2%	0.0%	-1.2%	-2.4%	-0.6	-13.2	2.9	10.4%
NC(=O)COC(=O)c1ccccc1Oc1ccccc1	3.4%	0.5	0.8%	1.7%	-3.0%	1.2%	-1.4	-7.8	4.9	4.4%
CC(C)CNS(=O)(=O)c1ccc(CCC(=O)N2CCN(Cc3ccc4c(c3)OCO4)CC2)cc1	1.3%[46.1 µM]	5.7	u	-4.4%	5.4%	5.3%	46.3	6.6	7.0	1.5%
O=C(c1ccc(O)cc1)c1ccc(C(=O)O)c(C(=O)O)c1	0.7%	9.2	-1.8%	0.1%	-4.5%	1.2%	6.7	14.3	-1.1	0.0%
CC(C)C(=O)Nc1cccc(-c2nc3ccccc3c(=O)o2)c1	1.2%[46.1 µM]	-6.6	u	-0.1%	-1.2%	-7.2%	4.3	-6.8	-8.6	9.3%
Cc1cc(C)n(-c2ccn(Cc3ccc(Cl)cc3Cl)c(=O)n2)n1	-5.5%	4.2	6.1%	3.2%	1.4%	-4.3%	-4.9	3.6	0.6	25.7%
CC(=O)OCCCN1C(=O)c2cccc3cc(Br)cc(c23)C1=O	x	3.3	u	-2.0%	4.5%	-6.0%	x	x	-9.8	-7.8%
COc1cc(SC)ccc1C(=O)Nc1cccc(C2OCCCO2)c1	-0.5%	-8.1	u	0.3%	-2.6%	0.4%	4.1	-5.7	5.0	u
O=[N+]([O-])c1ccccc1NCCNc1ncc(C(F)(F)F)cc1Cl	-2.1%	-1.1	2.2%	0.9%	-7.3%	-6.3%	-12.8	11.7	0.5	7.8%
COC(=O)CCC(=O)OC1(C)C(=O)C=C2C=C(C3CC3)N(Cc3ccc(OC)cc3)C=C2C1=O (stereo not given)	-5.9%	-44.6*!	-4.3%	-1.7%	-1.0%	-13.7%	11.9	-0.6	-2.8	16.1%
CCOC(=O)c1cn2nc(N3CCCCC3)ccc2n1	2.5%	-0.5	u	4.7%	-1.2%	u	0.9	u	-3.5	5.3%
CCOC(=O)COc1ccc(S(=O)(=O)N2CCN(c3ccccc3)CC2)cc1	-0.3%[46.1 µM]	-0.4	-7.7%	1.9%	-4.2%	12.5%	11.6	11.5	-4.9	25.1µM*
CCOC(=O)c1nnn2c1nc(Nc1cccc(C(F)(F)F)c1)c1ccccc12	3.6%	0.7	-3.3%	7.2%	-0.9%	2.3%	39.1	29.1	-0.8	-5.7%
O=C(Nc1ccc(Cl)cc1)Nc1nnc(CSc2ccc(Cl)cc2)s1	1.1%[46.1 µM]	2.1	u	-0.1%	0.0%	9.1%	i	10.1	0.3	-3.4%
